Vif-A3G inh – qHTS for Inhibitors of Vif-A3G Interactions: qHTS | DNA dC->dU-editing enzyme APOBEC-3G (Homo sapiens), Q9HC16 | HeLa A3G-eYFP + Vif (tagged APOBEC3G with the HIV-1 protein that degrades it), YFP fluorescence, overnight | AID 602310, 2012 | Potency, µM (highest dose often 46.1 µM), for inactives: at the highest dose activity, negative = active, actives largely listed as inhibitors | 410,000 tested, 0.076% active;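 note: potency is the fitted concentration of half-maximal effect; % is set by controls: 0 for no effect and ±100 for the full control effect; nearly all actives have a fitted effect of over 60% in size; hits raise eYFP signal because A3G escapes Vif-driven loss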
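Read-out is eYFP fluorescence (Ex 488/Em 500-530) from Vif-expressing HeLa A3G-eYFP cells; more signal means A3G escaped Vif-mediated degradation. Cells plated overnight, compound pinned in, incubated overnight at 37 deg C.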
USP1-UAF1 inh – Inhibitors of USP1/UAF1: Primary Screen | recombinant USP1/UAF1, Ub-Rhodamine cleavage fluorescence | Potency, µM (titrated, usually from 57.1 µM), for inactives: at the top dose activity change, negative = inhibition, usual class: inhibitors | 390,000 tested, 0.23% active | Ubiquitin carboxyl-terminal hydrolase 1 (Homo sapiens), O94782 | AID 743255, 2014; note: potency is the fitted concentration of half-maximal effect; % is set by controls: 0 for no effect and ±100 for the full control effect; nearly all actives have a fitted effect of over 60% in size; inactives centre near -12
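High-throughput fluorogenic screen: 1nM USP1/UAF1 complex, Ub-Rho substrate 150nM final, 50mM HEPES pH 7.8 with 0.5mM EDTA, 0.1 mg/ml BSA, 1mM TCEP and 0.01% Tween-20.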
PI4K2A inh – qHTS for small molecular inhibitors of PI4K2A; activity change, negative = inhibition, % at 76.9 µM; Phosphatidylinositol 4-kinase type 2-alpha (Homo sapiens), Q9BTU6; purified PI4K2A, ADP-Glo luminescence, 1 h; hits give low values; 420,000 tested, 0.13% active; AID 1346378, 2018; in the data active = activity change below about -50%; inconclusive = mostly about -30% to -49%;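 note: -100% = wells without enzyme as full effect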
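PI4K2A activity was measured by ADP-Glo luminescence: enzyme (4 ug/mL stock) and phosphatidylinositol (1.2 mM stock) in Tris pH 7.5/MgCl2/EGTA/Triton X-100 buffer were reacted with ATP (300 microM stock) for one hour at ambient temperature.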
TrxR1 substrate – qHTS Assay for Substrates of Mammalian Selenoprotein Thioredoxin Reductase 1 (TrxR1): qHTS; purified TrxR1 substrate turnover, NADPH consumption readout; Potency, µM (series often up to 114 µM), without a hit: at the highest dose activity change, negative = substrate turnover; 390,000 tested, 0.01% active; note: potency is the fitted concentration of half-maximal effect; % is set by controls: 0 for no effect and ±100 for the full control effect; nearly all actives have a fitted effect of over 50% in size
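Rat TrxR1, dispensed at 90 nM, was prereduced with 400 uM NADPH (final) for 5 min at ~22 deg C, then incubated with compound 15 min before 400 uM selenite. A first-read NADPH fluorescence drop versus no-compound background flagged substrates.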
LDHA inh – qHTS assay for inhibitors of human lactate dehydrogenase; L-lactate dehydrogenase A chain (Homo sapiens), P00338; purified LDHA, NADH/diaphorase-resazurin fluorescence; hits give low values; activity change, % (values are at about 110 or 230 µM); 480,000 tested, 0.15% active; in the data active = activity change below about -30%; inconclusive = mostly about -25% to -30%;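 note: plate controls were DMSO wells for no effect and wells without enzyme for full effect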
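Remaining NADH was detected by diaphorase (0.133 mg/mL) converting 37 µM resazurin to fluorescent resorufin, read at 0 and 20 minutes. The preceding 5-minute room-temperature reaction used 2 nM LDHA, 0.2 mM sodium pyruvate and 0.06 mM NADH at pH 7.4.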
mIDH1 inhibitor – qHTS for Inhibitors of mutant isocitrate dehydrogenase 1 (IDH1): qHTS; 390,000 tested, 0.093% active; AID 602179, 2012; IDH1-R132H enzyme, NADPH consumption, diaphorase/resazurin fluorescence; Isocitrate dehydrogenase [NADP] cytoplasmic (Homo sapiens), O75874; Potency, µM (series often up to 76.6 µM), without a hit: at the highest dose activity change, negative = inhibition, usual class: inhibitors; note: potency is the fitted concentration of half-maximal effect; % is set by controls: 0 for no effect and ±100 for the full control effect; nearly all actives have a fitted effect of over 65% in size
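IDH1-R132H (0.5 ug/mL) preincubated 30 min with compound, then NADPH (0.016 mM) and alpha-KG (2 mM) added; 80 min at RT, pH 7.5. Remaining NADPH coupled via diaphorase/resazurin to fluorescence (540/590 nm); concentration-response curves normalized to no-enzyme control.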
RXFP1 ag – qHTS Assay for Agonists of the Relaxin Receptor RXFP1. 370,000 tested, 0.3% active. HEK293T-RXFP1 cAMP TR-FRET, 30 min; response scale: percent of porcine relaxin response, buffer zero. Relaxin receptor 1 (Homo sapiens), Q9HBX9. Potency, µM (top dose mostly 57.5 µM), without a hit: at the top dose activation, usual class: activators; note: potency is the fitted concentration of half-maximal effect; % is set by controls: 0 for no effect and ±100 for the full control effect; nearly all actives have a fitted effect of over 60% in size; many of its hits are not listed in these tables
Target sequence (Q9HBX9 whole entry, looked up): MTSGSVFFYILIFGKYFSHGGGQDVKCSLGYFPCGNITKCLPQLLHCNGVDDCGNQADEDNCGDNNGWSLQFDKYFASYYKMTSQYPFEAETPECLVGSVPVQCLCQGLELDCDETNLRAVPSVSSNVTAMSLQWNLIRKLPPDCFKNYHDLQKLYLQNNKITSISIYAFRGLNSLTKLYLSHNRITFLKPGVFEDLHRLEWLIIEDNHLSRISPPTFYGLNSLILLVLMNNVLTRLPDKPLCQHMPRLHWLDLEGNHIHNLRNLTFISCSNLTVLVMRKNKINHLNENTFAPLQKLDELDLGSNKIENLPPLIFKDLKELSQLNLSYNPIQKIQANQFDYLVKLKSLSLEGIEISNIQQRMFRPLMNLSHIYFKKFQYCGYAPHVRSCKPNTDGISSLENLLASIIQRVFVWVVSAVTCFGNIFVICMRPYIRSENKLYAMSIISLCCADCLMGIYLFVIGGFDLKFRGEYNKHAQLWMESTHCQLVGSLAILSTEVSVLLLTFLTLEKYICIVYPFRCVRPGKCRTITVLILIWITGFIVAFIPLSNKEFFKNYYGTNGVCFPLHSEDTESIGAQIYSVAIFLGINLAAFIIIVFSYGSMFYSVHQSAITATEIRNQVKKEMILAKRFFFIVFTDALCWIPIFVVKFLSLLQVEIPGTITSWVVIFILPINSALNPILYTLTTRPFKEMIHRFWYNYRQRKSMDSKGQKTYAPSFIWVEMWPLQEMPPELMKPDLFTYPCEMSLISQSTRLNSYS
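cAMP rise read by TR-FRET after 30 min, 37C compound exposure (up to 58 uM) in RXFP1-transfected HEK293 cells with Ro 20174 present. EC50 from Hill-equation fits, with 29 nM porcine relaxin as 100% and buffer as basal.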
Glioma ERSR ind – qHTS for Inducers of the Endoplasmic Reticulum Stress Response (ERSR) in Human Glioma: qHTS | Potency, µM, without a hit: at the highest dose activation, hits mostly activators | U87-MG GRP78 promoter luciferase reporter, 16 h | AID 602332, 2012 | 420,000 tested, 0.02% active; note: potency is the fitted concentration of half-maximal effect; series mostly up to about 76 µM; % of control where 0% means no effect; nearly all actives have a fitted effect of over 35% in size
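Stably transfected U87-MG human glioma cells carrying a GRP78-based luminescent sensor were seeded at 1000 cells/well, pin-dosed with compounds and incubated 16 h. Luciferase reagent was then added, and end-point luminescence was read after 10 min at room temperature.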
Vif-A3F inh – qHTS for Inhibitors of Vif-A3F Interactions: qHTS. HeLa A3F-eYFP + Vif (tagged APOBEC3F with the HIV-1 protein that degrades it), YFP fluorescence increase. Potency, µM (titrated, usually from 46.1 µM), without a hit: at the top dose activity, negative = active. 390,000 tested, 0.2% active; note: potency is the fitted concentration of half-maximal effect; % of control where 0% means no effect; nearly all actives have a fitted effect of over 65% in size
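HeLa cells stably expressing Vif plus C-terminally eYFP-tagged A3F were seeded, incubated overnight at 37 deg C, dosed with compound, incubated overnight again at 37 deg C. Yellow fluorescence (Ex 488/Em 500-530) reported blocked Vif-mediated A3F-eYFP degradation.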
* = called active by the depositor; u = inconclusive; x = no result given; & = joins results of further samples; [ ] = another dose, or the depositor's remark. Unless noted, calls come from the whole dose curve; as a rule, active = well fitted curve in the direction sought with a large enough effect; inconclusive = small, poorly fitted or top-dose-only effect, or another doubt; inactive = no such curve, though single readings can be large; an effect the other way counts as inactive or inconclusive. Not all compounds are listed. The share of hits here may be higher or lower than overall.

molecule,mIDH1 inhibitor,Glioma ERSR ind,LDHA inh,PI4K2A inh,TrxR1 substrate,Vif-A3F inh,USP1-UAF1 inh,Vif-A3G inh,RXFP1 ag
CC(=O)c1sc(C(C)(C)C)cc1NC(=O)/C=C/C(=O)O,-8%,-4%,-7,-10,-8%,7%,-12%,-22%,0.7%
CN(Cc1ccccc1)S(=O)(=O)c1ccc(-c2cnc(C3CC3)o2)cc1,11%,-1%,-3,2,8%[57.1 µM],-5%,-27%,-20%,1.8%
CC(=O)N/C(=N\c1nc(C)cc(C)n1)Nc1ccc(Cl)cc1Cl,0%,-5%,-3,7,-8%[57.1 µM],-1%,-10%,1%,1.8%
NC1=NC(c2ccc(Cl)cc2)n2c(nc3ccccc32)N1 (configuration not stated),-1%,-4%,-4,11,-8%,1%,-19%,-5%,0.0%
Cc1ccc(O)c(-c2cc(C(=O)NCc3ccncc3)[nH]n2)c1,2%,-1%,3&-7,-7,-1%,0%,-7%,2%,-2.3%
N#CC(C#N)=C1C(=O)N(CCN2CCOCC2)c2ccccc21,u,0%,37,7,-4%[57.1 µM],-17%,-24%,-15%,0.0%
Cc1ccc(S(=O)(=O)c2c(C)nn(-c3ccccc3)c2OC(=O)c2ccc(Br)o2)cc1,-2%,-6%,-12,0,3%,-3%,-5%,0%,-1.0%
CNC(=O)c1c(NC(=O)c2ccc(S(=O)(=O)N3CCCCC3)cc2)sc2c1CCN(C(C)C)C2,3%,-6%,-6,-2,-2%,u,-3%,-24%,-1.2%
Cc1ccn2c(NC(=O)c3ccco3)c(-c3ccccc3)nc2c1,1%,0%,-6,4,9%,-12%,-16%,-4%,-2.1%
COCCN(Cc1nnc(-c2cccs2)o1)C(=O)CN1C(=O)NC2(CCCCC2)C1=O,-13%,-2%,-9,-2,8%[57.1 µM],-22%,6%,0%,x
O=C(N/N=C\c1c(F)c(F)c(F)c(F)c1F)c1ccc(-c2ccccc2)cc1,0%,-5%,-4,-2,14%,3%,-4%,1%,-0.6%
Cc1sc(NC(=O)CSc2nnc(C)c(=O)[nH]2)c(C#N)c1C,11%,-4%,-17,-19,10%[57.1 µM],2%,-5%,1%,2.0%
COc1ccc(Cc2c(-c3cccc(Cl)c3)nc3ccc(Cl)cn23)c(C)c1,x,-2%,-7,-1,x,x,x,-7%,x
CC(C)(C)NC(=O)CSc1nc(N)c(NC(=O)c2ccccc2F)c(=O)[nH]1,-3%,0%,-14,10,6%[57.1 µM],7%,-2%,2%,-0.5%
N#Cc1ccccc1S(=O)(=O)N1CCN(Cc2cccs2)CC1,11%,-2%,0,9,x,-3%,-20%,0%,x
O=S1(=O)CCC(NC(=S)N2CCOCC2)C1 (configuration not stated),2%,-2%,-4,3,13%[0.457 µM],-8%,-9%,-2%,-3.3%
O=C(NCc1cccnc1)c1nc(-c2cccs2)no1,5%,8%,0,4,-22%[57.1 µM],6%,-9%,1%,2.5%
COC(=O)Cc1ccc(NC(=S)NCc2ccc(F)cc2)cc1,3%,-5%,-1,0,-15%,10%,-8%,0%,0.2%
COc1ccccc1NC(=O)N(Cc1cc2cc(OC)c(OC)cc2[nH]c1=O)CC1CCCO1 (configuration not stated),11%,1%,0,7,39%[activator],-28%,-26%,-2%,0.0%
O=C(CSC1=Nc2ccccc2C2=NC(CC(=O)NC3CCCCC3)C(=O)N12)Nc1ccc(F)cc1 (configuration not stated),-13%,-4%,-7,3,-9%[57.1 µM],0%,-44%,-8%,0.7%
CCOc1ccccc1CN1C(=O)c2ccccc2C1C(=O)NC1CCCCCC1 (configuration not stated),-5%,-1%,3,5,1%,3%,u,2%,-1.2%
CCc1cccc(NC(=O)CCCCCC2NC(=O)NC2C)c1 (configuration not stated),0%,-2%,-6,0,7%[57.1 µM],7%,3%,-2%,1.1%
CN(C)S(=O)(=O)c1cccc(NC(=O)COC(=O)COc2ccc(Br)cc2)c1,0%,3%,-4,-4,-6%,-3%,-17%,2%,-0.2%
CCOC(=O)/C(=N\Nc1ccccc1Cl)N1CCN(c2ccccc2OC)CC1,9%,-4%,3,4,-5%,9%,-23%,1%,1.0%
Cc1ccccc1-c1n[nH]c(=S)n1/N=C/C=C/c1ccco1,3%,-4%,4,-22,-6%,u,-8%,1%,1.7%
CCOc1ccc(C(=O)C(C)OC(=O)Cn2c(C)csc2=O)cc1 (configuration not stated),-2%,1%,-5,-1,-1%[57.1 µM],4%,-19%,0%,-0.9%
Cc1nc2ccccc2n1CC(=O)OCC(=O)NCCc1ccccc1,6%,-5%,-1,4,7%[57.1 µM],-1%,-5%,-1%,0.3%
COc1ccc(-c2cc(C(=O)N3CC(C)CC(C)C3)c3ccccc3n2)cc1OC (configuration not stated),0%,-1%,-2,-2,9%,8%,-23%,2%,7.8%
CC1(C)Oc2ccc(C(=O)N/N=C/c3ccc(O)cc3)cc2NC1=O,2%,3%,-4,-2,-3%[57.1 µM],-2%,-5%,1%,-0.6%
CCS(=O)(=O)N1CCc2cc(C(=O)Nc3cccc(NC(C)=O)c3)ccc21,1%,0%,-1,-3,-3%,5%,-8%,-12%,1.0%
O=C(C1CC1)N1N=C(c2cccc(Br)c2)CC1(O)C(F)(F)F (configuration not stated),5%,-4%,-1,-4,12%[57.1 µM],3%,-9%,-9%,2.4%
O=S(=O)(c1ccc(Br)s1)N1CCN(c2ccnc3cc(Cl)ccc23)CC1,2%,-5%,-5,2,1%[57.1 µM],6%,-19%,0%,0.3%
O=C(Nc1ccccc1C(F)(F)F)c1noc2c1CCCC2,-12%,3%,-5,-3,2%,-2%,-12%,1%,4.8%
CC(C)Nc1nc(NCCOc2ccccc2Cl)c2sc(-c3ccccc3)cc2n1,x,0%,-5,2,x,x,x,u,x
COc1cccc(-n2c(SCC(=O)Nc3ccc4c(c3)CCC4)nc3ccccc3c2=O)c1,1%,3%,-10,1,37%[activator],-1%,-5%,0%,0.9%
CCC(C)n1c(OC)nc2c1c(=O)n(C)c(=O)n2C (configuration not stated),10%,-5%,1,-4,6%[11.4 µM],-15%,-14%,-2%,5.6%
Cc1nc(N2CCOCC2)c2c(C(=O)N3CCN(c4ccccc4F)CC3)c(C)oc2n1,-9%,-1%,-5,5,-11%,-4%,u,1%,-0.7%
COc1cc2ccccc2cc1C(=O)N1CCN(c2ccccn2)CC1,4%,-1%,-3,2,3%,6%,-7%,-6%,5.8%
O=C1OCCN1C(=O)[C@H]1[C@H](c2ccc(F)cc2)C(c2ccc(F)cc2)=NN1c1ccccc1,-3%[38.3 µM],-3%&-5%,1,-5,14%,3%,u,-8%,-0.9%
O=C(c1ccc([N+](=O)[O-])cc1)N1CCN(c2cccc3[nH]ccc23)CC1,-4%,-1%,4,-1,0%,-6%,-6%,2%,0.0%
Cc1ccc(S(=O)(=O)Nc2ccccc2F)cc1C(=O)NCCCN1CCCC1=O,9%,-4%,-16,1,3%[57.1 µM],-10%,-1%,2%,1.6%
O=c1oc2ccc(Br)cc2cc1-c1nc(-c2ccccc2)no1,19%,-1%,4,1,14%,-4%,u,4%,-2.6%
Cc1ccc2[nH]c(C(=O)N3CCOCC3)cc2c1,4%,6%,-1,-18,-5%,5%,3%,-1%,1.2%
CCCCNC(=O)Cn1cnc2sc(C(=O)OCC)c(C)c2c1=O,1%,-1%,-5,0,11%[57.1 µM],4%,-8%,1%,-0.5%
Cc1nc(-c2cccc(NS(C)(=O)=O)c2)cs1,0%,0%,-6,5,7%[57.1 µM],-3%,-5%,2%,0.5%
CCOC(=O)CCCNC(=O)CCCNC(=O)C(c1ccccc1)c1ccccc1,5%,-2%,-1,-5,1%,-3%,-8%,0%,-0.5%
COc1ccccc1-c1nc(C#N)c(N2CC(C)CC(C)C2)o1 (configuration not stated),-1%,-1%,-3,-3,34%[activator],-1%,-8%,-3%,1.4%
O=C(Nc1cccc(S(=O)(=O)N2CCCC2)c1)c1ccc2ccccc2n1,-4%,-5%,-9,3,4%,4%,u,3%,-1.9%

Source: PubChem (National Center for Advancing Translational Sciences (NCATS))
